Pf Dd2 inh: inhibitors of Plasmodium falciparum Dd2 growth | P. falciparum Dd2 growth, SYBR Green, 72 h | Potency, µM (series often up to 28.9 µM), inactives show at the highest dose activity, negative = inhibition, hits mostly inhibitors | 4.3% of 120,000 active | AID 1347417; active means well fitted inhibition curve with a large enough effect; inconclusive means small, poorly fitted or top-dose-only effect; inactive means no such curve, though single readings can be large or run the other way;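 further: plate controls were DMSO vehicle for no effect and reference drug for full effect; nearly all actives have a fitted effect of over 65% in size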
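Infected erythrocytes (Dd2, 0.3% parasitemia, 2.5% hematocrit final) are added to compound in RPMI-1640/Albumax II medium, grown 72 h at 37C in low oxygen, then lysed with saponin/Triton-X containing SYBR Green and read by fluorescence.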
Starred values were filed as active, the others as inactive; i = inactive; ? = inconclusive; [ ] = remark or other dose. Potency means the concentration at half of the fitted maximal effect. These rows are one share of the data. The share of hits here may be higher or lower than overall.

Start of the data: the first 4 compounds, ahead of the listing:
SMILES	Pf Dd2 inh
CS(=O)(=O)N1CCC(C2CCN(C(=O)c3ccc(Cl)s3)C2)CC1 (stereo not given)	i
CN(C)c1ccc(-c2nnc([C@H]3CCN(CC4CC4)C3)o2)cc1	?
Cc1[nH]cnc1CN1C[C@H](c2ccc3c(c2)OCO3)[C@@H]2[C@H]1C1CCN2CC1	-16%
CC(=O)Nc1ccc(CN2CCC3(C2)C(=O)N(C)c2ccccc23)cc1 (stereo not given)	-13%

All compounds of this part, previewed entries included:
SMILES	Pf Dd2 inh
CS(=O)(=O)N1CCC(C2CCN(C(=O)c3ccc(Cl)s3)C2)CC1 (stereo not given)	i
CN(C)c1ccc(-c2nnc([C@H]3CCN(CC4CC4)C3)o2)cc1	?
Cc1[nH]cnc1CN1C[C@H](c2ccc3c(c2)OCO3)[C@@H]2[C@H]1C1CCN2CC1	-16%
CC(=O)Nc1ccc(CN2CCC3(C2)C(=O)N(C)c2ccccc23)cc1 (stereo not given)	-13%
CCc1cc(CN2CC[C@@H](c3ccc4c(c3)OCO4)[C@H](O)C2)[nH]n1	?
CCN(CC)CCOC(=O)c1ccc(NC(=O)c2nn(-c3ccc(C)cc3)c(=O)c3c2c2ccccc2n3C)cc1	?
O=C(c1ccccc1)N1CCC2(CC1)C(=O)NCN2Cc1ccc(Cl)cc1	-3%
Cn1nc(-c2ccc(F)cc2)cc1[C@H]1CN2CC[C@H]1C[C@@H]2COC(=O)Nc1cccc(C(F)(F)F)c1	-19%
COc1ccc(NC(=O)CSC2=Nc3ccccc3C3=NC(CCC(=O)NCc4ccc(F)cc4)C(=O)N23)cc1Cl (stereo not given)	11µM*
CCOc1ccccc1C(=O)N[C@@H]1CN(c2ccncn2)C[C@H]1CO	31%[activator]
O=C(N[C@@H]1CN(c2ncccn2)C[C@H]1CO)C1CC=CC1	7%
CCS(=O)(=O)N1C[C@@H](COC)[C@H](C(N)=O)C1	9%
COCC1(CNC(=O)c2ccc(F)cc2)C[C@@H](O)[C@@H](O)C1 (stereo not given in full)	14%[44.1 µM]
CCc1noc(-c2cn(C3CCN(C(=O)c4ccc(C)s4)CC3)nn2)n1	i
Cc1ccc(C2NC(=O)N(CC(=O)Nc3ccc4c(c3)OCO4)C3=C2C(=O)OC3)cc1 (stereo not given)	i
Cn1nc(C2CCCN2)c2c(C(=O)NCc3cccs3)cc(C3CC3)nc21 (stereo not given)	?
CCN(Cc1nccn1C)C(=O)c1ccc(NCc2cccc(C)c2)nc1	-14%
CC(=O)c1ccc(NC(=O)c2nc(-c3ccccc3)n(-c3ccccc3Cl)n2)cc1	?
Cc1ccccc1OCc1ccc(-c2nc(C#N)c(N3CCC(C(N)=O)CC3)o2)o1	?
COc1ccc(C2Oc3nc(SC)nnc3-c3ccccc3N2C(C)=O)cc1 (stereo not given)	-19%
Cc1c(Cl)cccc1NC(=O)CN1C(=O)COc2ccc(S(=O)(=O)N3CCCCCC3)cc21	14%
NS(=O)(=O)c1ccc(F)c(C(=O)N[C@@H]2c3ccccc3C[C@@H]2O)c1	-5%
O=C(NCc1ccncc1)c1cc(CN2CCC(Cc3ccccc3)CC2)on1	-28%
Cc1ccc2onc(CC(=O)N3CCN(c4ccccc4F)CC3)c2c1	?
COc1ccccc1C(C)N(C)C(=O)c1csc2nc(-c3ccccc3C)cn12 (stereo not given)	?

The list goes on.
SMILES	Pf Dd2 inh
O=C(NCc1ccc(F)cc1)N1CCCC(Cc2noc(-c3cnccn3)n2)C1 (stereo not given)	i
COCCNC(=O)[C@@H]1C[C@H](Oc2ccccc2)CN1C(=O)Nc1ccc(C)c(C)c1	-23%
COc1ccc(C(=O)N2CCC3(CC2)N(C)C(=O)CS3(=O)=O)c(C)c1	8%
Cc1cccc(CC(=O)N2CCC(N3CC4CC(C3)[C@H]3CCCC(=O)N3C4)CC2)c1 (stereo not given in full)	-16%
CC1CCN(C(=O)CCN2C[C@H](NS(C)(=O)=O)[C@@H](C(C)C)C2)CC1	-25%
COc1cc(OC)c(Nc2c3c(nc4nc(-c5cccs5)nn24)CCCC3)cc1Cl	11µM*
Cc1nn(-c2ccc(F)cc2)c(Oc2ccccc2F)c1CCC(=O)N1CCCC1	?
COc1ccc(NC(=O)c2sc3nc(C)c(C(=O)Nc4ccc(C)cc4C)c(-c4cccs4)c3c2N)cc1	?
CC(C)C[C@@H]1N[C@H](C(=O)NC2CCC2)Cc2cn(Cc3ccccn3)c3cccc1c23	11µM*
Cc1ccc(O)c(NC(=O)c2cc(-c3ccc(F)cc3)on2)c1	-26%
Cc1nn(CCC#N)c(C)c1[C@@H]1C=C[C@@H](NC(=O)NC(C)C)C1	-6%[44.1 µM]
CN(Cc1cccnc1)Cc1ccccc1C(F)(F)F	?
CC(=O)Nc1cccc(-c2cnc3n[nH]c(-c4ccccc4C)c3n2)c1	?
COc1cc(C)sc1C(=O)NCC1CCN(c2cnn(C)c(=O)c2)C1 (stereo not given)	?
O=C(NC1CCCc2c1[nH]c1c(Cl)cccc21)c1n[nH]c2c1CCC2 (stereo not given)	-3%
Cc1ccsc1C(=O)N1CCCC(n2cc(-c3nc(C(C)C)no3)nn2)C1 (stereo not given)	-24%
Cc1ccn(CCC(=O)NCc2cccnc2Oc2ccc(F)c(F)c2)n1	-7%
CN(C)C(=O)C1CN(C(=O)COc2ccccc2)CC12CCOCC2 (stereo not given)	6%
c1cnn(CCC2CCN(Cc3ccc4[nH]ccc4c3)CC2)c1	-4%
COc1ccccc1N1CCN(S(=O)(=O)c2c(C)sc3ncn(CC(=O)Nc4ccc(C)cc4Br)c(=O)c23)CC1	i
CCN1C(=O)CCc2cc(NC(=O)c3ccc(C(C)C)cc3)ccc21	?
Cc1cc(NC(=O)C2CCN(c3cc(C(F)(F)F)ncn3)CC2)ccc1Br	-14%
Cc1ccc(Cn2ccnc2SCC(=O)Nc2ccccc2C(F)(F)F)cc1	114%[activator]
Cn1cccc1C(=O)C(=O)Nc1nn(C)c2cccc(N3CCOC3=O)c12	-9%
CCc1cccc(NC(=O)Cn2ncc3c([nH]c4ccc(C)cc43)c2=O)c1	88%[activator]

3 entries from above, as a markdown table.
| smiles | Pf Dd2 inh |
| --- | --- |
| Cc1nn(-c2ccc(F)cc2)c(Oc2ccccc2F)c1CCC(=O)N1CCCC1 | ? |
| COc1ccc(NC(=O)c2sc3nc(C)c(C(=O)Nc4ccc(C)cc4C)c(-c4cccs4)c3c2N)cc1 | ? |
| CC(C)C[C@@H]1N[C@H](C(=O)NC2CCC2)Cc2cn(Cc3ccccn3)c3cccc1c23 | 11µM* |

(further entries)
SMILES	Pf Dd2 inh
COc1ccc(C(=O)N2CCCCC23Cc2ccccc2NC3=O)cc1 (stereo not given)	?
Cc1nc([C@@H]2CN(S(=O)(=O)c3ccc(C#N)cc3)C[C@H]2C(N)=O)n[nH]1	-10%
CN1CCCN(C(=O)CCn2cnnn2)c2ccccc21	14%
Cc1oc2ccn(Cc3ccccc3F)c(=O)c2c1C(=O)NCCCN1CCCCC1C (stereo not given)	?
Cc1nc(-c2ccc(Cl)cc2)sc1CCNC(=O)c1ccc(C(F)(F)F)cc1	12%
Cc1nc(CN2C(=O)OC3(CCN(CCc4ccccc4)CC3)C2(C)c2ccccc2)cs1 (stereo not given)	i
COc1ccc(C2Cn3cnc(-c4nc(-c5cccs5)no4)c3CO2)cc1 (stereo not given)	?
Cn1nnnc1SCCNCc1ccc(OCc2ccc(Cl)cc2)cc1	6%
CCc1ccccc1S(=O)(=O)N1CCN(C2CCN(CCC(C)C)C2=O)CC1 (stereo not given)	10µM*
CCN(c1ccc(OC)cc1)S(=O)(=O)c1c(C(=O)N2CCCCCC2)c(C)n(C)c1C	-14%
CC1CCN(C(=O)C[C@@H]2c3nc(NC(=O)c4ccc(F)cc4)sc3C[C@@H]3[C@](C)(CO)[C@H](O)CC[C@]32C)CC1	?
Cc1ccccc1CSc1nc2cccnc2n1Cc1ccc(C(=O)NC2CC2)cc1	i
Cn1nc(C(=O)N2C[C@@H](Oc3ccccc3)C[C@H]2C(=O)N2CCOCC2)c2ccccc21	-17%
Cc1c[nH]c(C(=O)N2CCCC(CCc3cccc(C(F)(F)F)c3)C2)c1 (stereo not given)	-22%
Cc1cn2c(=O)cc(COC(=O)COc3ccccc3C)nc2s1	19%
CCc1cccc(NC(=O)CN(c2ccc(C)c(C)c2)S(=O)(=O)c2ccsc2C(=O)OC)c1	?
CC(NC(=O)c1ccccc1F)C(=O)N1CCN(c2ccccn2)CC1 (stereo not given)	-10%
CCOc1ccc(NC(=O)c2ccc(-c3nnc4ccc(NC(=O)C5CC5)cn34)cc2)cc1	?
COc1ccc(-c2nc3ccc(C)cn3c2Nc2ccc3c(c2)OCO3)cc1	17%
CC1(C)N=C(c2ccccc2)C(=O)N1CC(=O)NCCC1=CCCCC1	-23%
Cn1cccc1C(=O)N1C[C@@H](Oc2ccccc2)C[C@@H]1C(=O)N1CCOCC1	-4%
CCOc1ccccc1NC(=O)Cn1c(=O)n(CCCC(=O)NCc2ccc(C)cc2)c(=O)c2ccccc21	-28%
CCn1cc(C(=O)N2CCN(c3ccc(F)cc3)CC2)c(=O)c2cc(S(=O)(=O)N3CCOCC3)ccc21	?
c1cc(-c2ncon2)cc(N2CCc3nc[nH]c3C2)n1	-6%
NC(=O)c1cccc(-c2ccc3c(n2)CN(Cc2nc4ccccc4s2)C(=O)CO3)c1	i

A draw from above in order of heavy-atom count, lowest first.
SMILES	Pf Dd2 inh
c1cc(-c2ncon2)cc(N2CCc3nc[nH]c3C2)n1	-6%
Cn1cccc1C(=O)N1C[C@@H](Oc2ccccc2)C[C@@H]1C(=O)N1CCOCC1	-4%
Cc1nc(CN2C(=O)OC3(CCN(CCc4ccccc4)CC3)C2(C)c2ccccc2)cs1 (stereo not given)	i

2 records drawn at random from the list so far, as already listed:
SMILES	Pf Dd2 inh
Cc1cn2c(=O)cc(COC(=O)COc3ccccc3C)nc2s1	19%
CN1CCCN(C(=O)CCn2cnnn2)c2ccccc21	14%

(more compounds)
SMILES	Pf Dd2 inh
Cc1ccc(C(=O)NCc2ccccc2)cc1NC(=O)c1nsc2ccccc12	?
COc1ccc(C2=NC(C)(C)N(CC(=O)Nc3cccc(C)c3)C2=O)cc1	28%
O=S(=O)(c1ccc(-c2csc(=Nc3ccc(OC(F)(F)Cl)cc3)n2CCCO)cc1)N1CCCC1	11µM*
CC(C)c1ccc2oc(-c3ccc(NC(=O)c4cc5ccccc5o4)cc3)nc2c1	i
CCC(c1cccs1)N1C(=O)[C@H]2CN(S(=O)(=O)c3ccc(F)cc3)C[C@H]2C1=O (stereo not given in full)	-13%
C[C@@H](NCc1ccccc1)c1onc(-c2ccc(F)cc2)c1C(=O)O	10%[44.1 µM]
COc1ccc(-c2cn3nc(N4CCCC(C(=O)Nc5cc(C)ccc5C)C4)sc3n2)cc1 (stereo not given)	i
Cc1ccccc1CSc1cn(CC(=O)N2CCCC2)c2ccccc12	?
CC(C)(O)CCc1cccc(C(=O)N[C@H]2CCC[C@H]2C(N)=O)c1	-7%
COc1cc2c(cc1OCC1CC1)NC(=O)C21CCN(c2nccs2)CC1	?
CCCc1nn(-c2ccccc2C)c(OC(C)=O)c1-c1ccc(NC(C)=O)cc1	-4%
CCCCNC(=O)CSc1nc2cc3c(cc2c(=O)n1CCCCCC(=O)NCCc1ccc(OC)c(OC)c1)OCO3	i
O=Cc1ccccc1-c1cccc(O)c1	20%[44.1 µM]
CC(NC(=O)CN1C(=O)COc2ccc(C(=O)COc3cccc(F)c3)cc21)c1ccccc1 (stereo not given)	i
COc1ccc(C(=O)N2CCN(S(=O)(=O)c3ccc(F)cc3)C[C@@H]2C(=O)N[C@H]2CCCNC2=O)cc1	i
Cc1ccc2nc3n(c2c1)[C@@H](CNC(=O)NC(C)C)COC3	i
Cc1cc2ccccc2n1CCNC(=O)c1cccc(Br)c1	1%
CCc1nnc2c(N3CCN(c4cccc(C)c4)C(C)C3)nc3ccccc3n12 (stereo not given)	24%
COc1ccc(CN(C(=O)c2cc3ccccc3oc2=O)C2CCS(=O)(=O)C2)cc1OC (stereo not given)	19%
CCN(Cc1ccccc1)C(=O)CC1CCCN(c2cn[nH]c(=O)c2)C1 (stereo not given)	12%
CN1CCC2(C1)CN(Cc1ccccc1)c1ccc(C(=O)NCCc3ccccn3)cc12 (stereo not given)	i
COCc1nc(CCNC(=O)CCCc2cn(Cc3ccccc3Cl)c3ccccc23)no1	-11%
COc1cc(-c2onc(C)c2C(=O)NCCCc2ccccc2)cc(OC)c1OC	11µM*
CN(C)C[C@@H]1CN(S(C)(=O)=O)C[C@H]1NC(=O)c1ccccc1C(F)(F)F	-7%
O=C(Nc1cccc(-c2nc3ccccc3o2)c1)c1cc([N+](=O)[O-])ccc1N1CCOCC1	8.9µM*

Additional compounds follow:
SMILES	Pf Dd2 inh
COc1ccc(OC)c(CCNC(=O)Cn2ncc3c([nH]c4ccccc43)c2=O)c1	32%[activator]
Cc1cccc(N2CCN(C(=O)CN3C(=O)COc4ccc(S(=O)(=O)N5CCCCCC5)cc43)CC2)c1C	?
Fc1ccc(-c2noc([C@@H]3Cc4nc[nH]c4CN3Cc3cc4ccccc4o3)n2)cc1Cl	?
O=C(c1ccc(Cl)cc1)N1CC2(CCN(CC3CC3)CC2)Cc2ccccc21	?
Cc1cccc(C)c1NC(=O)Cn1nnc(C(=O)Nc2c(C)cccc2C)c1N	-3%
CNC(=O)c1noc(CN2CCCC(CCc3ccccc3C(F)(F)F)C2)n1 (stereo not given)	-26%
C[C@H]1CCCN1C(=O)c1nnc(COc2ccccc2)n1-c1ccccc1	-13%[44.1 µM]
Cc1cc(C)n(Cc2ccc(-c3nc(C)no3)cc2)n1	4%
CCc1ccc(NC(=O)N(Cc2c[nH]c3ccccc23)C2CCCCC2)cc1	?
